Bioassay records: PubChem BioAssay, several laboratories
ERb SRC1 inh: blocks coactivator binding to human estrogen receptor beta; Q92731; TR-FRET ER-beta LBD / SRC1-Cy5 peptide binding; receptor agonist-loaded with 1 µM estradiol; inhibition, % at 25.6 µM; 1.3% of 86,000 active; AID 633;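 active = compounds whose percent inhibition of the receptor-coactivator binding signal exceeds about 50% in the single-dose screen, limit read from the data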;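 also: 0% = receptor plus peptide wells without compound and 100% = peptide-only wells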
ERa coact pot: enhances coactivator binding to human estrogen receptor alpha | TR-FRET ERalpha-LBD/SRC-Cy5 coactivator binding, 2 h; 100 = basal binding, no effect | coactivator binding (% of control), % at 25.6 µM | 1.3% of 86,000 active | AID 639 | P03372; in the data active = activity above about 200%;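 also: binding measured in presence of low estradiol as agonist stimulus; 0% = peptide alone without receptor and 100% = receptor with peptide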
PLK1 PBD inh: Plk1 (human) PBD binding inhibition | P53350 | Plk1 PBD phosphopeptide binding, fluorescence polarization | inhibition, %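 (tested at about 20 µM)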 | 0.13% of 97,000 active | AID 693; in the data active = inhibition above about 34%, passing the limit was not always enough
Target sequence (P53350 whole entry, looked up): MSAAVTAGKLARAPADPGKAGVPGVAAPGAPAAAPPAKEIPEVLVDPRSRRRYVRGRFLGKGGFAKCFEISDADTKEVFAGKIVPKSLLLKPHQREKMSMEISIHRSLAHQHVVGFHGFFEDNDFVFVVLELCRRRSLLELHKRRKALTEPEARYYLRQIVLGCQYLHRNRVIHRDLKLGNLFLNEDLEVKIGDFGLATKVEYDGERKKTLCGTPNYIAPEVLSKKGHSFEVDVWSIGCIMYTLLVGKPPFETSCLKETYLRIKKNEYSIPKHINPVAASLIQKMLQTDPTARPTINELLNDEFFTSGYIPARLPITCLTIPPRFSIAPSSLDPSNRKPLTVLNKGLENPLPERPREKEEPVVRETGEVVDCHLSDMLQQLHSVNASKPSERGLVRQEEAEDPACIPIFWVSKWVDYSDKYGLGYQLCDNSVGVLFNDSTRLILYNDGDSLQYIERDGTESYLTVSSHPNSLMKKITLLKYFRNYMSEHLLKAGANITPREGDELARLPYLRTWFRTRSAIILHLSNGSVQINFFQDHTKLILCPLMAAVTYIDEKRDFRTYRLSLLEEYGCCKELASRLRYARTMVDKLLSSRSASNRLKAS
Mac1 fbg enh: increases human CD11b/CD18 adhesion to fibrinogen; 0.07% of 93,000 active; K562 CD11b/CD18 adhesion to fibrinogen, ATPlite luminescence; activation, % at 10 µM; AID 1499; P05107+P11215;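 active = 10 µM primary screen giving 50% or more activity, confirmed by 40% or more on retest at that dose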; also: strong numbers were not always called active
PLK1 kinase inh: blocks human PLK1 kinase activity; P53350; recombinant PLK1 kinase, TR-FRET peptide phosphorylation; inhibition, % at 10 µM; 0.53% of 97,000 active;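 active = inhibition of 50% or more in the single-concentration screen; inactive = inhibition below 50%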;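 also: 0% = DMSO max control and 100% = H-89 dihydrochloride min control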
FAK blocker: blocks human focal adhesion kinase activity | Q05397 | biochemical FAK kinase activity assay | inhibition, %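 (tested at 7 µM)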 | 0.84% of 97,000 active | AID 727; in the data active = inhibition above about 19%;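 also: 0% = DMSO and 100% = reference compound high control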
Mac1 fbg inh: inhibitors of human CD11b/CD18 binding to fibrinogen. P05107+P11215. K562 CD11b/CD18 adhesion to fibrinogen, ATPlite luminescence; Mn2+ added to activate the integrin. inhibition, % at 10 µM. 0.54% of 93,000 active;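 active = primary inhibition of 50% or more at 10 µM, then 40% or more on retest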; also: some results filed as inactive read as strong as hits
ERa coact inh: ER-alpha (human) coactivator binding inhibition. P03372. TR-FRET ER-alpha LBD / SRC-1 peptide, estradiol-bound. inhibition, % at 25.6 µM. 1.7% of 86,000 active; in the data active = inhibition above about 50%;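 also: 0% = receptor plus peptide control and 100% = peptide only without receptor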
Rev-RRE block: HIV Rev-RRE protein-RNA interaction inhibition. P05866. AID 704. inhibition, % at 8 µM. 0.79% of 97,000 active. Rev peptide-RRE RNA binding, FRET;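 active = inhibition above the screen-wide mean plus 3 SD, cut at about 35% in these data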;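 also: 0% = median DMSO wells and 100% = median Neomycin B control wells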
Target sequence (P05866 whole entry, looked up): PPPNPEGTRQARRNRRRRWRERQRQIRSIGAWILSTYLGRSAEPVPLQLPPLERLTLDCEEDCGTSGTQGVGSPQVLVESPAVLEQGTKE
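Assay system: Labelled RRE RNA duplex and labelled Rev peptide | Times: 5 min preincubation and 15 min binding, 25 °C | Detection: FRET, ex 480 nm, em 540 and 671 nm | Evaluation: % inhibition of FRET ratio versus controls | Benchmarks: DMSO wells as 0% and neomycin B wells as 100% inhibition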
* marks the source's active call; other numbers are inactive results; i = inactive; . = not tested or not shown; [ ] = dose if it differs, or a comment.

The opening 5 compounds (preview)
The line under a structure holds: ERb SRC1 inh, ERa coact pot, PLK1 PBD inh, Mac1 fbg enh, PLK1 kinase inh, FAK blocker, Mac1 fbg inh, ERa coact inh, Rev-RRE block
- Cc1cc(=O)n2nc(N3CCCC(C(=O)N4CCN(c5ccccc5)CC4)C3)sc2n1 (stereo not drawn)
→ -6, 104, ., -6, ., ., -10, -2, .
- COCCCn1c(SCC(=O)Nc2ccc(C(=O)OC)cc2)nc2ccccc2c1=O
→ -12, 104, -11, -2, -8, 1, -2, -6, 5
- CCC(C)(C)n1nnnc1CN1CCN(C(c2ccccc2)c2ccccc2)CC1
→ 22[fluorescence artefact?], 85, -13, ., -6, 2, ., 17, 1
- Oc1ccc(/C=N/Nc2cccc3cccnc23)c(O)c1
→ ., ., -14, -2, -5, -3, -27, ., -4
- COc1ccc(/C(O)=C2\C(=O)C(=O)N(CC3CCCO3)C2c2cc(OC)ccc2OC)cc1 (stereo not drawn)
→ 5, 107, -8, 0, -13, -2, -24, 4, 2

This part in full, previewed entries included:
The line under a structure holds: ERb SRC1 inh, ERa coact pot, PLK1 PBD inh, Mac1 fbg enh, PLK1 kinase inh, FAK blocker, Mac1 fbg inh, ERa coact inh, Rev-RRE block
- Cc1cc(=O)n2nc(N3CCCC(C(=O)N4CCN(c5ccccc5)CC4)C3)sc2n1 (stereo not drawn)
→ -6, 104, ., -6, ., ., -10, -2, .
- COCCCn1c(SCC(=O)Nc2ccc(C(=O)OC)cc2)nc2ccccc2c1=O
→ -12, 104, -11, -2, -8, 1, -2, -6, 5
- CCC(C)(C)n1nnnc1CN1CCN(C(c2ccccc2)c2ccccc2)CC1
→ 22[fluorescence artefact?], 85, -13, ., -6, 2, ., 17, 1
- Oc1ccc(/C=N/Nc2cccc3cccnc23)c(O)c1
→ ., ., -14, -2, -5, -3, -27, ., -4
- COc1ccc(/C(O)=C2\C(=O)C(=O)N(CC3CCCO3)C2c2cc(OC)ccc2OC)cc1 (stereo not drawn)
→ 5, 107, -8, 0, -13, -2, -24, 4, 2
- COc1ccc(OC)c(NC(=O)CSc2nnc(Cc3cccn3C)n2-c2ccc(F)cc2)c1
→ -5, 89[fluorescence artefact?], -10, 3, -9, 3, 6, 3, -2
- Brc1ccc2[nH]c3nc(SCCN4CCOCC4)nnc3c2c1
→ -12, 91, -2, ., 4, 1, ., -20, -1
- COc1ccc(-c2oc3ncn(CCN4CCOCC4)c(=N)c3c2-c2ccc(OC)cc2)cc1
→ -10, 120, 3, 1, -6, 20*, 0, -5, 5
- O=C(O)C1CC(=O)N(c2ccc3c(c2)OCCO3)C1 (stereo not drawn)
→ ., ., 11, -1, -3, -2, 7, ., 7
- Cc1ccc(/C(O)=C2/C(=O)C(=O)N(Cc3ccco3)C2c2cccs2)cc1 (stereo not drawn)
→ 3, 117, 23, -4, -8, -2, 6, -3, -6
- CCOC(=O)C(OC(=O)c1sc(=S)n(C)c1C)C(C)=O (stereo not drawn)
→ -1, 111, 22, -2, -4, 6, -6, 4, 5
- O=C(O)CN1C(=O)C2C3C=CC(C3)C2C1=O (stereo not drawn)
→ -13[fluorescence artefact?], 115[fluorescence artefact?], ., 2, ., ., -50, -8, .
- CC1CCc2c(nc3ncnn3c2N2CC(C)OC(C)C2)C1 (stereo not drawn)
→ 3, 119, 6, -5, 3, -4, 13, 2, 5
- COCCNC(=O)CN(c1cccc(OC)c1)S(=O)(=O)c1ccc(C)cc1
→ -2, 82[fluorescence artefact?], ., -1, ., ., -1, 1[fluorescence artefact?], .
- Cc1c(Cl)cccc1NC(=O)CCN1CCCCC1
→ -4, 119, -2, -4, -7, -1, -2, -7, 5
- COC(=O)c1cccc(NC(=O)CCCOc2ccccc2)c1
→ -13, 90, 3, ., 2, -1, ., 3, 6
- CCc1nc(N2CCN(Cc3ccc4c(c3)OCO4)CC2)c2oc3ccccc3c2n1
→ ., ., 0, 1, -9, 3, 9, ., -2
- COC(=O)Cc1cc(=O)n(-c2ccccc2)[nH]1
→ 5[fluorescence artefact?], 95[fluorescence artefact?], -15, 6, -2, -1, -11, -4, 1
- Cc1oc(-c2nc3ccccc3n2C)cc1C(=O)c1ccccc1
→ -5[fluorescence artefact?], 84[fluorescence artefact?], -9, ., -7, -2, ., -19[fluorescence artefact?], 10
- COc1cccc(/C=N/n2c(=S)n(C)c3ccccc32)c1OC
→ -19, 93, -15, 5, -1, 0, -1, -6, 3
- COc1cccc(-c2cc(C(F)(F)F)nc(-n3cccn3)n2)c1
→ 12, 105, 23, -1, -3, -1, -9, -7, -3
- CCOC(=O)CSc1nc2c(c(=O)[nH]c(=O)n2C)n1CCc1ccccc1
→ -8, 84, 20, -4, -6, 0, -18, 5, 5
- O=C(Nc1ncc(C(F)(F)F)cc1Cl)C1COc2ccccc2O1 (stereo not drawn)
→ 16, 78, -10, -1, 1, 2, -6, 7, -2
- O=C(Cn1cccc1C(=O)c1ccccc1)NCc1ccccc1
→ -5, 83, -9, -6, -5, 2, -8, 0, -5
- Cc1cc(C)c(O)c(-c2cc(C(=O)NCc3ccccc3)[nH]n2)c1
→ -4, 101, 9, -4, -10, 1, -17, 1, 14
- Fc1ccc(C2CC(c3ccc(F)cc3)n3ncnc3N2)cc1 (stereo not drawn)
→ 5[fluorescence artefact?], 96, -3, 1, -1, -6, 8, 2[fluorescence artefact?], 7
- O=c1cc(-c2ccccc2)nc2nc(CCc3ccccc3)[nH]n12
→ 0, 115, -1, -4, -3, -4, 3, 4, 2
- c1cc(CNc2ccc3c(c2)OCO3)ccn1
→ ., ., -18, -4, 2, -6, -19, ., 10
- C/C(Cl)=C/CSc1nn2c(=O)c3ccccc3nc2s1
→ ., ., 8, -3, -11, -2, 2, ., -5
- CCC(=O)N1c2ccccc2-c2nnc(SC)nc2OC1c1ccc(OC)c(OC)c1 (stereo not drawn)
→ -4, 96, 8, 4, -12, 17, -14, -3, 6
- COCCn1c(SCC(=O)c2ccc(Cl)cc2)nnc1C(C)C
→ -3, 84[fluorescence artefact?], -9, -2, -3, 2, -5, 8, 5
- CC(C)CCOc1ccc(Cl)cc1CN1CCOCC1
→ 2, 94, -17, -1, -2, -1, 7, -7, 8
- CCOC(=O)C1CCN(C(c2cccnc2)c2c(NC(=O)c3ccco3)sc(C)c2C)CC1 (stereo not drawn)
→ 1[fluorescence artefact?], 84, -19, 2, -5, 4, 22, -6[fluorescence artefact?], -1
- O=C(Nc1cccnc1)c1noc2c1CCCC2
→ -5, 98[fluorescence artefact?], ., -6, ., ., -12, -4, .
- Cc1ccc(OCC2Cn3c(nc4c3c(=O)n(C)c(=O)n4C)O2)cc1 (stereo not drawn)
→ -10, 128, -5, -5, 37, 0, -33, 4, 4
- CCN(Cc1ccccc1)C(=O)COc1cc(=O)n(CC)c2ccccc12
→ 2, 93, 11, 1, 1, 0, -27, -4, 3
- CC(=O)NCCOc1nc(N(C)C)nc(N(C)C)n1
→ 3[fluorescence artefact?], 104, -5, -1, -4, -2, -9, 16, 6
- COC(=O)C1=C(C)N(C)C(=O)NC1c1ccc(O)c(OC)c1 (stereo not drawn)
→ 0, 114, -1, ., 3, -12, ., -9, 7
- CC(C)(C)NC(=O)C1CCN(C(=O)c2ccc(-c3ccccc3)cc2)CC1
→ -1, 99, 15, 2, 2, 1, 29, 2, 0
- COc1ccc(-c2cc(-c3c(O)c(OC)c4occc4c3OC)[nH]n2)cc1
→ 10, 79, -15, -3, -4, 5, 13, 6, 9
- Cc1cc(C)n(Cc2ccc(Cl)c(Cl)c2)c(=O)c1S(=O)(=O)c1ccccc1
→ ., ., -23, -2, -1, -1, -4, ., 9
- CCOC(=O)C1CCCN(c2ncnc3c2cnn3-c2cccc(C)c2)C1 (stereo not drawn)
→ -7, 108, -13, 5, -8, -2, -6, 2, 12
- CC1CCN(S(=O)(=O)c2ccc(NC(=O)CSc3nnnn3C)cc2)CC1
→ ., ., 11, 0, -6, -4, -6, ., 3
- O=[N+]([O-])c1cc(C(F)(F)F)ccc1NCCNC(=S)Nc1ccc(Cl)cc1
→ ., ., 1, -14, 2, 4, 20, ., -2
- Clc1c(CSc2nc3ccccc3o2)nc2sccn12
→ -18, 83, -1, 4, -6, 6, -56, -23, 5
- CC1CCCN(C(=O)COC(=O)c2n[nH]c3ccccc23)C1 (stereo not drawn)
→ -7[fluorescence artefact?], 114, -2, -3, 12, 2, 1, 57*, 3
- COc1ccc(N2CCN(C(=O)C3CCCO3)CC2)cc1 (stereo not drawn)
→ -10, 101, 28, -4, -8, 3, -16, -2, 6
- O=C(O)C1C2CCC(C2)C1C(=O)NCc1ccccn1 (stereo not drawn)
→ 9, 104, -14, ., -16, -3, ., 2, 3
- COc1ccc(-c2nc(=S)c3c(n2CCN2CCOCC2)CC(C)(C)OC3)cc1
→ -10, 128, ., 2, ., ., 1, -8, .
- CCCCCC(C(=O)O)C(C)CC(=O)NC1CCCCC1 (stereo not drawn)
→ -5[fluorescence artefact?], 101, -29, 4, -1, -8, -22, 7[fluorescence artefact?], 1
- COCC(=O)NCCc1nc(-c2ccccc2)cs1
→ 2[fluorescence artefact?], 126[fluorescence artefact?], -14, -2, -6, 0, 1, 1, 7
- CCOc1ccc(NC(=O)N2CCC(NC(=O)C(Cc3ccc(OC)c(OC)c3)NC(C)=O)CC2)cc1 (stereo not drawn)
→ 0, 98, i, 3, -6, -7, -20, -9, 1
- Cc1ccc(N2C(=O)CSCC2=O)cc1
→ 2, 103, 6, 4, -1, 1, 18, 4, 0
- COc1ccc(CC(=O)N2CCN(c3ccc(C4=NNC(=O)CC4C)cc3)CC2)cc1 (stereo not drawn)
→ ., ., -21, ., -8, -2, ., ., 9
- CCN1CCN(c2ncnc3c2oc2nc(C(C)C)c4c(c23)CCC4)CC1
→ -5, 123, ., 0, ., ., -3, -2, .
- COc1ccccc1N(C(=O)c1snc(C(N)=O)c1N)C(C(=O)NCCC(C)C)c1ccco1 (stereo not drawn)
→ -26, 105, 12, -2, -5, 9, -16, -44, -1
- Cc1cc(C)cc(NS(=O)(=O)c2ccc(Oc3ncc(C(F)(F)F)cc3Cl)cc2)c1
→ ., ., 0, -12, -11, -2, 81, ., 18
- CCOC(=O)Cc1nnc(NC(=O)CSc2nnc3c4ccccc4n(C)c3n2)s1
→ 0, 114, 32, -2, -7, 6, 4, 2, 4
- Cc1ccccc1C(=O)Nc1ccccc1C(=O)NCc1ccccc1
→ ., ., -15, ., -9, 0, ., ., 8
- C#CCN(N(C)c1ncc(C(F)(F)F)cc1Cl)S(=O)(=O)c1ccc2ccccc2c1
→ -2, 165, 9, 1, -6, 0, 8, -10, 22

Compounds were not picked by outcome; about 4.7% have a hit in one of these screens.
